Screening results (PubChem)
TDP-43 yeast inh: TDP-43 toxicity inhibition in yeast; Potency, µM (series often up to 46.1 µM), without a hit: top-dose growth rescue (activation), usual class: activators; hit rate 1.8% among 410,000; TDP-43 expressing yeast growth rescue, BacTiter-Glo, 24 h; further: potency means the concentration at half of the fitted maximal effect; % of control where 0% means no effect; nearly all actives have a fitted effect of over 50% in size
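Luminescence from BacTiter-Glo reports growth of TDP-43-expressing yeast after 24 hr at 30 deg C with compound. Cells were raffinose-pregrown to mid-log, then seeded in galactose medium at OD600=0.02.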
GLP1R cytotox: cytotoxicity in counter-screen for GLP-1R inverse agonists | HEK293 cAMP-luciferase reporter cells, luminescence, 24 h | Potency, µM (series often up to 38.3 µM), without a hit: at the top dose activity change, negative = inhibition, most hits filed as inhibitors | hit rate 0.13% among 410,000;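 further: loss of luciferase light is scored as toxicity; potency means the concentration at half of the fitted maximal effect; on the % scale 0 is the no-effect control and ±100 the full control effect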
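Luminescence readout: signal drop marks cytotoxicity. Plated cells grew 12 h at 37 °C, 5% CO2, received 23 nL compound for 24 h, then got luciferase reagent, read after 12 min at RT.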
D3 ag: D3 dopamine receptor (human) agonism | D3R DiscoveRx beta-arrestin cells, luminescence, 90 min | max activation, % | hit rate 0.58% among 410,000; in the data active means max activation above about 30%; further: 0% is about no effect; mostly tested at two doses, the higher about 12 µM
Target sequence (P35462 whole entry, looked up): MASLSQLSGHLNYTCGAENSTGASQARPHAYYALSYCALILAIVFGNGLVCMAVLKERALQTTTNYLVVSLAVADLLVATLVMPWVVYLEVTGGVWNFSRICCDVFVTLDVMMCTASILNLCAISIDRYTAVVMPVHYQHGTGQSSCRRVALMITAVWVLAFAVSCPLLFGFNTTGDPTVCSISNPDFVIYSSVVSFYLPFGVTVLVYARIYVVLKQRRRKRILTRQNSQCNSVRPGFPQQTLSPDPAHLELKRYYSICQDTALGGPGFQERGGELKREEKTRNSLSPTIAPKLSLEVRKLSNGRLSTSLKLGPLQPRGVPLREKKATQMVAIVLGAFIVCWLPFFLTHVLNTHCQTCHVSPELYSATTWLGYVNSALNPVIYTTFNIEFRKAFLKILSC
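Agonist-mode cell screen: cells plated at 1500/well and incubated overnight at 37 °C, then exposed to library compounds for 90 min at 37 °C. Detection reagent was added for 30–60 min at room temperature, and luminescence was read.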
D3 antag: blocks the human D3 dopamine receptor; P35462; D3R cells, DiscoveRx beta-arrestin luminescence, antagonist mode; hits give low values; max response, negative = inhibition, %; hit rate 2.5% among 360,000; AID 652054; in the data active means max response below about -50%; inconclusive means no clear call, values can overlap the other calls; further: on the % scale 0 is the no-effect control and ±100 the full control effect; mostly tested at two doses, the higher about 12 µM
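Cells plated overnight at 1500 cells/well, then exposed to library compounds with dopamine controls for 90 minutes at 37 degrees C. DiscoveRx reagent added for 30–60 minutes at room temperature; luminescence read, quantitative HTS format.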
KB-V1 cytotox: KB-V1 MDR subline cytotoxicity; KB-V1 MDR cells viability, CellTiter-Glo, 72 h; Potency, µM (highest dose often 46.1 µM), without a hit: at the top dose activity change, negative = cytotoxicity, actives largely listed as cytotoxic; hit rate 3.4% among 400,000; AID 1347076; further: potency means the concentration at half of the fitted maximal effect; on the % scale 0 is the no-effect control and ±100 the full control effect; nearly all actives have a fitted effect of over 60% in size
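Drug-selected KB-V1 cells, grown in DMEM lacking phenol red with 10% FBS, receive compound titrations; after three days at 37 degrees C, surviving cell ATP is quantified by CellTiter-Glo luminescence and responses normalized and curve-fitted.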
PTHR1 ag: activates the human parathyroid hormone receptor PTHR1 | Q03431 | HEK293 GP2 PTHR1 cells, GloSensor cAMP luminescence, 1 h | Potency, µM (doses to about 115 µM), for inactives: top-dose activation, hits mostly activators | hit rate 0.075% among 410,000; further: potency means the concentration at half of the fitted maximal effect; nearly all actives have a fitted effect of over 55% in size; some results filed as inactive show a strong effect at the top dose; inactives centre near -15; many of its hits are not listed in these tables
Target sequence (Q03431 whole entry, looked up): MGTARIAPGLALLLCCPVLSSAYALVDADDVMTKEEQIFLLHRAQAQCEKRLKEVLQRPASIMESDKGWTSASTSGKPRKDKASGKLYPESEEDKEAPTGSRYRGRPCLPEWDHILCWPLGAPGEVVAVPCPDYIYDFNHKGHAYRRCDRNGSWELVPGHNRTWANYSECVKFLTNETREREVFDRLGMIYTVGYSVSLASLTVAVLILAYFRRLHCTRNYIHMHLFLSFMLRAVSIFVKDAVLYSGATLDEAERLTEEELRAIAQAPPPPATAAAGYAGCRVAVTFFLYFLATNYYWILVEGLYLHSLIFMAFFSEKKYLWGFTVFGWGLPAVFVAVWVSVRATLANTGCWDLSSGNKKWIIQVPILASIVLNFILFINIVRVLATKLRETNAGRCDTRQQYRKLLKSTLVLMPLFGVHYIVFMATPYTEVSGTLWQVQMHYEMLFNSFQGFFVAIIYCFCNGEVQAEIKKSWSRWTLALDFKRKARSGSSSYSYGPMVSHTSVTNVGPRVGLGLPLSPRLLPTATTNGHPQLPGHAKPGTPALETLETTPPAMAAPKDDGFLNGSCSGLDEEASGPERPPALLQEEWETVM
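HEK-293-derived GP2 cells expressing PTHR1 and a GloSensor cAMP reporter, 3,000/well, plated overnight, given luciferin plus IBMX (each 0.5 mM as added) for 1 h at 37 °C, then compound for 1 h at 37 °C. Luminescence was read after 15 min at room temperature.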
aSyn yeast inh: inhibitors of alpha-synuclein toxicity in yeast | Yeast expressing alpha-synuclein, growth rescue, BacTiter-Glo, 24 h | Potency, µM (highest dose often 46.1 µM), for inactives: top-dose growth rescue (activation), actives largely listed as activators | hit rate 0.14% among 370,000; further: potency means the concentration at half of the fitted maximal effect; % of control where 0% means no effect; nearly all actives have a fitted effect of over 65% in size
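Screening used galactose-induced yeast with toxic alpha-synuclein levels, exposed to compound for 24 hr at 30 deg C. Cell growth, read with BacTiter-Glo luminescence, gave the measured signal.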
GLP1R ag: agonists of human GLP-1 receptor. hit rate 0.007% among 380,000. AID 624172. Potency, µM (top dose mostly 45.6 µM), inactives show top-dose activation, actives largely listed as activators. P43220. HEK293 GLP-1R CRE-luciferase, luminescence, 4-6 h; cells express a hypersensitive GLP-1R form; further: potency means the concentration at half of the fitted maximal effect; % of control where 0% means no effect
GLP-1R inv ag: inverse agonists of human GLP-1 receptor; HEK293 GLP-1R CRE-luciferase, luminescence, 24 h; GLP-1R form is constitutively active; P43220; Potency, µM (top dose mostly 38.3 µM), without a hit: at the top dose activity change, negative = inhibition, actives largely listed as inhibitors; hit rate 1.6% among 410,000; further: potency means the concentration at half of the fitted maximal effect; on the % scale 0 is the no-effect control and ±100 the full control effect; nearly all actives have a fitted effect of over 55% in size
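Using stably transfected HEK293 (constitutively active GLP-1R, cAMP-luciferase reporter), compounds were incubated 24 hr and luciferase measured by luminescence.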
* = called active by the depositor; i = inactive; ? = inconclusive; · = no result given; & = joins results of further samples; [ ] = another dose, or the depositor's remark. Unless noted, the call rests on the fitted dose curve; in most records, active means well fitted curve in the direction sought with a large enough effect; inconclusive means small, poorly fitted or top-dose-only effect, or another doubt; inactive means no such curve, though single readings can be large; an effect the other way counts as inactive or inconclusive. The list is partial; count on the stated rates, not on these rows.

The opening 5 records, ahead of the listing:
Molecule | TDP-43 yeast inh | GLP1R cytotox | D3 ag | D3 antag | KB-V1 cytotox | PTHR1 ag | aSyn yeast inh | GLP1R ag | GLP-1R inv ag
O=C(Cc1ccc(F)cc1)Nc1c2c(nn1-c1cccc(Cl)c1)CS(=O)C2 (stereo unspecified) | 14% | 8% | 2 | 15 | 0% | 0% | -2% | 0% | -3%
O=C(Nc1ccc(Cl)c(C(F)(F)F)c1)c1cc2nc(-c3ccc4c(c3)OCO4)cc(C(F)(F)F)n2n1 | ? | 13% | 8 | · | 2% | i | · | · | 11%
CCOc1cccc2cc(C(=O)N3CCc4ccccc4C3)c(=O)oc12 | 13% | 5% | -6 | -8 | 0% | -4%[57.5 µM] | 14% | -1% | 5%
CCOc1ccc(Nc2oc(/C=C/c3ccc(OC)c(OC)c3)nc2C#N)cc1 | 10% | 28% | 3 | · | · | i | · | · | 5%
Cn1cc(/C=C2\SC(=O)N(c3ccc(O)cc3)C2=O)c2ccccc21 | -5% | -30% | 17 | 24 | ? | -26% | 3% | 4% | -13%

Main list, previewed entries included:
Molecule | TDP-43 yeast inh | GLP1R cytotox | D3 ag | D3 antag | KB-V1 cytotox | PTHR1 ag | aSyn yeast inh | GLP1R ag | GLP-1R inv ag
O=C(Cc1ccc(F)cc1)Nc1c2c(nn1-c1cccc(Cl)c1)CS(=O)C2 (stereo unspecified) | 14% | 8% | 2 | 15 | 0% | 0% | -2% | 0% | -3%
O=C(Nc1ccc(Cl)c(C(F)(F)F)c1)c1cc2nc(-c3ccc4c(c3)OCO4)cc(C(F)(F)F)n2n1 | ? | 13% | 8 | · | 2% | i | · | · | 11%
CCOc1cccc2cc(C(=O)N3CCc4ccccc4C3)c(=O)oc12 | 13% | 5% | -6 | -8 | 0% | -4%[57.5 µM] | 14% | -1% | 5%
CCOc1ccc(Nc2oc(/C=C/c3ccc(OC)c(OC)c3)nc2C#N)cc1 | 10% | 28% | 3 | · | · | i | · | · | 5%
Cn1cc(/C=C2\SC(=O)N(c3ccc(O)cc3)C2=O)c2ccccc21 | -5% | -30% | 17 | 24 | ? | -26% | 3% | 4% | -13%
COc1ccc2c(CC(=O)NCc3cccs3)coc2c1 | 16% | 0% | -3 | 14 | -18% | i | 9% | 7% | ?
COC(=O)C[C@@H]1C=C[C@H](NC(=O)c2ccccc2)[C@@H](CO)O1 | 13% | -7% | 9 | 9 | 6% | i | 0% | · | 17%
CCC1(c2ccccc2)NC(=O)N(CC(=O)Nc2ccccc2C(=O)N2CCCCC2)C1=O (stereo unspecified) | -6% | -5% | 8 | 6 | 16% | i | 0% | 2% | 11%
CCOC(=O)C1C(c2ccc(C(=O)O)cc2)NC(=O)NC1(O)C(F)(F)F (stereo unspecified) | -4% | 5% | 5 | -11 | 17% | -4% | -7% | 2% | 11%
O=C(CC1SC(N2CCCCC2)=NC1=O)Nc1cccc(C(=O)NCc2ccc(F)cc2)c1 (stereo unspecified) | 20% | 12% | 5 | 0 | ? | i | 2% | -1% | -7%
O=C(c1cccc(S(=O)(=O)N2CCN(c3ccccc3)CC2)c1)N1CC=C(c2ccccc2)CC1 | 2% | -9% | 9 | 7 | -20% | -4% | 6% | -1% | 6%
CN(C)c1ccc(C(c2ccc(N(C)C)cc2)C(O)c2ccccc2)cc1 (stereo unspecified) | 9% | -8% | 4 | 8 | 16µM* | -12% | 8% | -2% | ?
O=C(O)CCN1CCOCC1 | -14% | -16% | -14 | 27 | 0% | -5%[57.5 µM] | -3% | -3% | -2%
Cc1cc(C)cc(NC(=O)C2C3C=CC4(O3)C2C(=O)N(CCCN2CCCCC2)C4C(=O)NC2CCCCC2)c1 (stereo unspecified) | -9% | -5% | -13 | -24 | ? | -4% | 0% | 0% | -26%
CCCCNC(=O)c1cccc(S(=O)(=O)N2CC3(C)CC2CC(C)(C)C3)c1 (stereo unspecified) | 18% | 2% | 1 | 13 | -8% | -20% | -2% | 9% | 10µM*
c1ccc(Cn2nnc3ccccc32)cc1 | 25% | 3% | 8 | 20 | 26% | -22% | 2% | 15% | 6%
CC1(C)CC2CC(C)(CN2S(=O)(=O)c2cccc(C(=O)O)c2)C1 (stereo unspecified) | 1% | 1% | 1 | 19 | 9% | i | 7% | -6% | -8%
COC(=O)C1=C(C(=O)OC)[C@@H]2N(C)c3ccc(OC)cc3[C@@]23C[C@@H](C(=O)OC)N(C(=O)c2cc(C)oc2C)C3=N1 | 20% | -18% | -1 | -6 | 4% | i | -10% | 3% | -5%
Cc1cc(NC(=O)c2cccs2)no1 | -21% | 1% | -12 | -14 | 15% | -30%[inhibitor] | 8% | 4% | 52%[activator]
C=CCN1CCC(=O)C(C(=O)OCC)=C1C(=O)OCC | 9% | -5% | -1 | 10 | 3% | i | 0% | 5% | 25%
Cc1cc(C2=CC(=O)C[C@H](c3ccc(F)cc3)C2)ccc1F | 22µM* | -12% | 2 | 4 | -21% | -14% | 8% | 25% | ?
CS(=O)(=O)N1CCC(C(=O)Nc2cc(C(F)(F)F)ccc2Cl)CC1 | -3% | -8% | -7 | 13 | -3% | -2%[57.5 µM] | 2% | -6% | 0%
COc1ccccc1-c1cc(NC=O)c2ncc(-c3cccc(C(=O)N(C)C)c3)n2c1 | 17% | -27% | -8 | 75 | ? | i | 1% | 27% | ?
CCOC(=O)CC(NC(=O)Cn1nnc(-c2ccccc2F)n1)c1ccccc1Cl (stereo unspecified) | -11%&21% | -7%&-6% | 3&0 | -1 | ? | -10% | 0%&2% | -5%&9% | ?
C[C@H](CO)N1C[C@H](C)[C@@H](CN(C)C(=O)c2ccccn2)Oc2cc(Br)ccc2S1(=O)=O | 0% | 3% | 2 | 1 | 15% | -18% | -1% | 6% | 7%
CCNC(=S)N(CCc1c(C)[nH]c2ccc(Cl)cc12)Cc1ccco1 | ? | ? | -2 | -12 | -28% | -93%[inhibitor] | -23% | 2% | ?
COCC(C)NC(=O)C1CC(=O)N(c2ccc(C)cc2)C1 (stereo unspecified) | -3% | 3% | 0 | -7 | -11% | ? | 0% | 20% | 0%
CNC(=O)CCSc1ccc(C)cc1 | 16% | 15% | 2 | 11 | -11% | -24%[57.5 µM] | 2% | -10% | 30%
CCOC(=O)C1=C(C)OC(N)=C(C#N)C1c1ccc(C)o1 (stereo unspecified) | -19% | -3% | -7 | 4 | -27% | i | -7% | 4% | 31%
CCS(=O)(=O)CCSc1nc(C)cc(C)n1 | -19% | -2% | -1 | -23 | 0% | -11%[57.5 µM] | -4% | -13% | 2%

A run of entries taken from the entries so far, for reference:
Molecule | TDP-43 yeast inh | GLP1R cytotox | D3 ag | D3 antag | KB-V1 cytotox | PTHR1 ag | aSyn yeast inh | GLP1R ag | GLP-1R inv ag
c1ccc(Cn2nnc3ccccc32)cc1 | 25% | 3% | 8 | 20 | 26% | -22% | 2% | 15% | 6%
CC1(C)CC2CC(C)(CN2S(=O)(=O)c2cccc(C(=O)O)c2)C1 (stereo unspecified) | 1% | 1% | 1 | 19 | 9% | i | 7% | -6% | -8%

Continued:
Molecule | TDP-43 yeast inh | GLP1R cytotox | D3 ag | D3 antag | KB-V1 cytotox | PTHR1 ag | aSyn yeast inh | GLP1R ag | GLP-1R inv ag
CC(C)Cn1nc(C(=O)Nc2cccc(C(=O)NC3CC3)c2)c2ccccc2c1=O | 29% | -26% | 6 | 49 | 0% | -1% | -13% | 4% | -12%
CC(C)CC(CO)NS(=O)(=O)c1cccc(Cl)c1F (stereo unspecified) | 21% | 4% | 4 | 26 | -5% | -29% | 5% | -5% | 3%
COc1ccc(-c2onc(C)c2C)cc1S(=O)(=O)NCC1CCN(Cc2ccccc2F)CC1 | 4% | -3% | -10 | · | -1% | i | · | · | -20%
CCOC(=O)CC1c2cc(OCC)c(OCC)cc2CCN1C(=O)Nc1cccc(Cl)c1 (stereo unspecified) | ? | 1% | -1 | · | · | -11% | · | · | 1%
Cn1nccc1C(=O)Nc1sc2c(c1C#N)CCCC2 | -3% | -2% | 1 | -17 | -16% | -44%[inhibitor] | -8% | 5% | 54%[activator]
Cc1ccc(S(=O)(=O)N(C)C(C)CCc2ccco2)cc1 (stereo unspecified) | ? | 0% | -2 | -6 | 0% | -25% | -3%[1.84 µM] | 9% | ?
Cc1ccc2[nH]c3c(NCCCN4CCCC4=O)ncnc3c2c1 | 18% | -12% | -2 | 20 | -21% | -25%[57.5 µM] | 0% | 4% | 5%
Cc1ccc(C(=O)NCC(=O)N2CCCC(C(F)(F)F)C2)s1 (stereo unspecified) | 9% | 12% | 6 | 17 | -28% | i | -1% | -6% | 5%
CCc1nc2ccc(C(=O)NCCc3ccccn3)cn2c1N(CCC(C)C)CCN(C)C | 19% | -9% | -13 | 0 | 7% | i | -3% | 17% | ?
COc1ccc(NC(=O)c2cnn(-c3ccccc3)c2C)cc1OC | -3% | 17% | -4 | -26 | ? | i | -9% | 1% | 2%
CN(C)S(=O)(=O)c1cccc(NC(=O)COC(=O)c2ccc3ccccc3n2)c1 | 20% | -10% | 12 | 1 | 1% | 6% | 2% | -5% | 1%
Cc1ccc2c(c1)-c1c(ssc1=S)C(C)(C)N2C(=O)c1ccco1 | -1% | -19% | -26 | -62* | -14% | -23% | -22% | 11% | -1%
CCOC(=O)c1ccc(NC(=O)CCNC(=O)c2ccc([N+](=O)[O-])cc2)cc1 | 10% | -7% | -10 | -2 | 15µM* | -15% | 2% | -1% | 0%
Cc1cc(C(=O)COc2ccccc2Cl)c(C)n1-c1ccc2c(c1)OCO2 | 15% | -1% | 2 | 12 | 13µM* | -8% | 7% | 10% | ?
COc1ccc(NC(=O)C2CCC(N3C(=O)C4C5C=CC(C5)C4C3=O)CC2)cc1 (stereo unspecified) | 4% | -20% | 3 | 14 | -3% | i | 6% | 1% | ?
CCN(CC)S(=O)(=O)c1cccc(N2CC(O)=C(c3ccccc3)C2=N)c1 | -12% | 3% | 12 | 9 | 5% | i | -1% | 9% | 9%
